# XiGFP reactiv – activators of X-chromosome reactivation in mouse fibroblasts | XiGFP mouse fibroblasts, % GFP-positive cells imaging, 3 d; cells co-treated with 5-aza-dC sensitizer; scaled so ellipticine positive control = 100% | activation, % at 7.58 µM | actives 0.055% (n = 360,000);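 active = mean normalized replicate activation at least 10% and every replicate at or above 10%; inconclusive = only one of the two criteria met; inactive = mean below 10% and not all replicates reach 10%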;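 also: 0% = median of on-plate neutral control wells and 100% = ellipticine 6 µM median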
#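 Assay system – SV40-immortalized XiGFP fibroblast cells, line 68-5-11 · Buffer or medium – DMEM supplemented with 5-aza-dC as sensitizing agent · Dosing – one concentration, pinned · Benchmarks – positive control ellipticine, 6 µM final · Times – 3 days compound exposure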
# esBAF inh – SWI/SNF esBAF complex inhibition; mouse ES cells, Bmi1-luciferase knock-in reporter, 24 h; 100% = twice the neutral-well signal; reporter increase, % at 12.5 µM; actives 2% (n = 350,000); AID 602393; in the data active = activation above about 40%; inconclusive = no clear call, values can overlap the other calls;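 also: 0% = median of the plate's neutral control wells and 100% = double that signal; a rise in the Bmi1 reporter signal indicates esBAF inhibition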
# F508del corr – correctors of CFTR F508del function in bronchial epithelial cells. CFBE cells, YFP halide quenching; stimulated with forskolin plus potentiator P3; % fluorescence drop versus neutral controls. activity (quench increase), % at 7.58 µM. actives 0.36% (n = 350,000);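 active = mean added fluorescence quench of at least 8% versus neutral control, with both replicates also reaching 8%; inconclusive = only one of the mean or replicate conditions met; inactive = mean below 8% and not both replicates reaching 8%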;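 also: cells transiently co-express mutant CFTR-F508del with the halide-sensitive YFP; corrector assay measuring rescue of mutant channel to the surface after 24 h compound exposure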
# GSIS activator – GLuc luminescence reporter in INS-1E cells, primary screen for activators of glucose-dependent secretion of insulin. INS-1E GLuc reporter insulin secretion, 2-3 h. activation, % at 16.6 µM. actives 0.61% (n = 370,000). AID 743287;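 active = lowest replicate activation of at least 40%, so every replicate reaches that level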;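 also: 0% = median of neutral control wells and 100% = median of IBMX positive control wells; some compounds called inactive have numbers as strong as hits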
# ARNT-TACC3 inh – disruptors of human ARNT/TACC3 interaction | AlphaScreen His-ARNT PAS-B/GST-TACC3 binding, luminescence; TACC3 fragment carries E629A point mutation | actives 0.66% (n = 390,000) | inhibition, % at 9.99 µM | Q9Y6A5 | AID 623870;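 active = mean inhibition of replicates at least 50% and at least half of replicates each reaching 50%; inconclusive = half or more replicates reach 50% but mean below 50%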;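 also: 0% = complete ARNT plus TACC3 wells and 100% = ARNT alone without TACC3; many hits fall short of the cut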
# ERAP1 HTS inh – inhibitors of human ERAP1 aminopeptidase | Q9NZ08 | recombinant ERAP1, Leu-AMC fluorescence, 60 min | inhibition, % at 10.7 µM | actives 0.15% (n = 340,000) | AID 652197;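 active = mean replicate inhibition of at least 30%, or all replicates individually reaching that 30% level; inactive = mean below 30% and not every replicate reaching it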;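 also: 0% = neutral control wells and 100% = L-leucinethiol positive control wells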
# RAD52 inh – RAD52 (human) annealing inhibition | P43351 | recombinant RAD52 DNA annealing, FRET fluorescence | inhibition, % at 18.7 µM | actives 0.46% (n = 360,000);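 active = every replicate showing at least 50% inhibition; inconclusive = mean inhibition at least 50% but not in every replicate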
# Target sequence (P43351 whole entry, looked up): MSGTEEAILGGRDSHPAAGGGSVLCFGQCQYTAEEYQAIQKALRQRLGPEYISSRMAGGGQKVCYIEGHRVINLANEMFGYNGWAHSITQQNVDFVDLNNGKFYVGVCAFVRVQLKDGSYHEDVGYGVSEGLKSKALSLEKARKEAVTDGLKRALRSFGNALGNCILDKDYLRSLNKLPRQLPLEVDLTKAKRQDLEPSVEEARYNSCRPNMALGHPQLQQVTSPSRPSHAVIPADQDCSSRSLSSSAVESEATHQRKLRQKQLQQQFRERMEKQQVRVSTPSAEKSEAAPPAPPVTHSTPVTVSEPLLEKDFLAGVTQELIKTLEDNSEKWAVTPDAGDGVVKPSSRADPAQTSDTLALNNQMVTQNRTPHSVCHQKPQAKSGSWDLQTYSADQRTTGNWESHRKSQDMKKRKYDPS
# RAD54 inh – blocks human RAD54 Holliday junction branch migration; Q92698; FAM/BHQ fluorescence; inhibition, % at 10.4 µM; actives 0.14% (n = 360,000); AID 602329;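 active = mean normalized replicate activity at least 40 and at least half of replicates scoring 40 or more; inconclusive = only one of the two criteria met; inactive = mean below 40 and under half of replicates reaching 40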;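 also: 0% = median of neutral control wells and 100% = median of positive control wells; inhibitors cause a drop in the FAM fluorescence signal; in these data hits start at about 50%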
# * marks the source's active call; other numbers are inactive results; ? = inconclusive; nt = no result given; & = joins results of further samples.
# Abbreviations – A = XiGFP reactiv; B = esBAF inh; C = F508del corr; D = GSIS activator; E = ARNT-TACC3 inh; F = ERAP1 HTS inh; G = RAD52 inh; H = RAD54 inh
O=C(NC(=S)NC1CCN(Cc2ccccc2)CC1)c1ccc(F)cc1
  A = 0.0	B = 1	C = -2.5	D = -15	E = 17	F = -3	G = -13	H = -5
CC(C)(C)[C@H]1C=C(C(=O)N2CCOCC2)O[C@@H](OCCCCO)C1
  A = 0.2	B = -4	C = 0.8&-1.6	D = 1	E = -16&24	F = -3	G = 2&0	H = -6&11
O=C(Nc1ccccc1C(=O)N1CCN(c2cccc(Cl)c2)CC1)C1=CSCCO1
  A = 0.1	B = -9	C = 1.5	D = -32	E = 5	F = 4	G = -14	H = 0
CCC(=O)N1CC2(C1)[C@@H](c1ccccc1)[C@H](CO)N2CCC(F)(F)F
  A = -0.1	B = nt	C = 2.6	D = 2	E = nt	F = 0	G = -6	H = nt
COCC(=O)NC[C@H]1[C@H](c2ccc(-c3ccccc3)cc2)[C@H](CO)N1C(C)=O
  A = 0.1	B = -1	C = -0.1	D = 6	E = -7	F = 0	G = -17	H = 5
CCOc1ccc(S(=O)(=O)Nc2nc3ccccc3nc2Cl)cc1
  A = 0.1	B = 2	C = 2.1	D = 8	E = 4	F = -10	G = -13	H = 6
CCc1noc(C)c1C(=O)NNC(=O)c1ccccc1
  A = 0.0	B = -9	C = 1.6	D = 11	E = 0	F = 3	G = -3	H = -2
CCCOc1ccc(C(=O)c2ccccc2C(=O)O)cc1OCCC
  A = 0.4	B = 1	C = -0.9	D = -7	E = 8	F = nt	G = -10	H = 4
COc1nccnc1NS(=O)(=O)c1ccc(NCc2cc(Br)ccc2O)cc1
  A = 0.0	B = 31	C = 1.5	D = -7	E = 35	F = 0	G = -10	H = -10
C=CCOc1ccc(C=CC(=O)c2c(O)c(OC)c(OC)c(OC)c2OC)cc1
  A = 0.0	B = 1	C = 5.5	D = 5	E = 0	F = 1	G = -12	H = 1
O=S(=O)(Nc1ccc2ccccc2c1)N1CCCCC1
  A = 0.5	B = 23	C = 1.3	D = -49	E = -5	F = 4	G = -22	H = 10
COc1ccc(CN(C)CC(=O)Nc2ccccc2C(=O)NC2CC2)cc1OC
  A = -0.1	B = -1	C = -4.3	D = 24	E = -2	F = -1	G = 0	H = -6
Cc1ccc(NC(=O)CN(C)C(=O)c2cccc(S(=O)(=O)NCc3ccco3)c2)cc1
  A = 0.1	B = -6	C = 2.1	D = -7	E = nt	F = 1	G = -9	H = 6
CCS(=O)(=O)c1ccc(O)c(NC(=O)COc2ccc(Cl)cc2)c1
  A = 0.0	B = -2	C = -1.2	D = 3	E = -5	F = 1	G = -32	H = 7
CC1Cc2nc(SCC(=O)NCc3ccccc3)n(Cc3ccccc3)c(=O)c2S1 (stereo not given)
  A = 0.0	B = 0	C = 2.3	D = -27	E = -4	F = 1	G = -4	H = 10
CCn1c(SCC(=O)NCc2ccco2)nc2ccccc2c1=O
  A = 0.0	B = nt	C = 0.1	D = 15	E = -3	F = -2	G = -9	H = nt
CO[C@@H]1CN(C)C(=O)c2cc(NC(=O)C3CC3)ccc2OC[C@H](C)N(Cc2ccncc2)C[C@H]1C
  A = 0.1	B = -4	C = 0.2	D = -7	E = -11	F = -4	G = 2	H = 0
COc1ccc(/C=C/C(=O)NCCCn2ccnc2)cc1
  A = 0.3	B = nt	C = nt	D = nt	E = 19	F = 0	G = -8	H = nt
CCC(=O)N(C)C[C@H]1Oc2ncc(C#Cc3ccncc3)cc2C(=O)N([C@H](C)CO)C[C@H]1C
  A = -1.4	B = 5	C = -1.0	D = 7	E = 0	F = 76*	G = -8	H = 2
C[C@@H]1CN([C@@H](C)CO)C(=O)c2cc(N(C)C)ccc2O[C@H]1CN(C)Cc1ccc(C(=O)Nc2ccccc2N)cc1
  A = 2.2	B = -18	C = -1.4	D = 15	E = nt	F = -5	G = 1	H = 9
Cc1cc(C(=O)COC(=O)c2ccc(F)cc2)c(C)n1C
  A = 0.1	B = 33	C = 1.0	D = 2	E = -20	F = 0	G = -1	H = -13
CC1(C(=O)NS(=O)(=O)Cc2ccccc2C(F)(F)F)CCN1C(=O)c1ccccc1 (stereo not given)
  A = 0.1	B = 0	C = 1.5	D = 2	E = nt	F = -4	G = -5	H = -9
CC(=O)Nc1ccc(C(=O)N2CCCC(c3cc(C(=O)Nc4ccccc4Cl)no3)C2)cc1 (stereo not given)
  A = 0.0	B = 10	C = -1.2	D = -7	E = nt	F = -10	G = -9	H = -3
O=C(CC1SC(=O)NC1=O)Oc1ccc(/C=N/NC(=O)c2ccccc2O)cc1 (stereo not given)
  A = 0.0	B = nt	C = -0.4	D = 4	E = 1	F = -2	G = -10	H = nt
Cc1ccccc1NC(=O)COC(=O)C1C2CC3OC(=O)C1C3C2 (stereo not given)
  A = 0.0	B = 0	C = -0.5	D = 26	E = 10	F = 0	G = -14	H = -8
C[C@@H]1CN([C@@H](C)CO)S(=O)(=O)c2ccc(-c3cccnc3)cc2O[C@H]1CN(C)CC1CCOCC1
  A = 0.3	B = 2	C = -1.8	D = 1	E = -4	F = 3	G = -1	H = 3
CSc1nc(-c2ccccc2)c(C#N)c(=O)[nH]1
  A = 0.0	B = -4	C = -0.8	D = -15	E = -2	F = -4	G = -15	H = -23
Cc1ccc(S(=O)(=O)c2c(C)cc(C)nc2N2CCCCC2)cc1
  A = -0.9	B = nt	C = 2.3	D = 12	E = -17	F = 1	G = 3	H = nt
COc1ccc(NC(=O)C2CC(c3ccccc3O)=NO2)cc1OC (stereo not given)
  A = 0.3	B = 10	C = 3.5	D = 28	E = -11	F = 1	G = -7	H = -4
CC1CN(C(=O)COC(=O)Cc2ccc(Cl)cc2)CC(C)O1 (stereo not given)
  A = 0.0	B = 6	C = -1.8	D = nt	E = -4	F = -1	G = -3	H = 5
CC1Cc2nc(SCC(=O)NC3CCCCC3)n(C)c(=O)c2S1 (stereo not given)
  A = nt	B = -1	C = nt	D = 9	E = 5	F = nt	G = nt	H = -15
COc1cccc2cc(C(=O)NCCC3=CCCCC3)c(=O)oc12
  A = 0.4	B = 5	C = -0.2	D = 3	E = nt	F = 1	G = -33	H = 6
C[C@H](CO)N1C[C@H](C)[C@H](CN(C)S(=O)(=O)c2ccc(F)cc2)Oc2ccc(NS(=O)(=O)c3ccc(Cl)cc3)cc2CC1=O
  A = -1.2	B = -1	C = -1.4	D = -10	E = 0	F = -3	G = 9	H = 8
CCCCNC(=O)c1onc(CSc2ccccc2)c1C(=O)O
  A = -0.1	B = -9	C = -3.1	D = 2	E = nt	F = -2	G = -16	H = 8
CC(C)C#Cc1cnc2c(c1)C(=O)N([C@@H](C)CO)C[C@H](C)[C@H](CN(C)Cc1cncnc1)O2
  A = -0.9	B = 2	C = 2.9	D = 6	E = 7	F = 0	G = 4	H = 4
CCCNC(=O)N1CC2(CCN(C(=O)c3cccnc3)CC2)c2c([nH]c3cc(OC)ccc23)[C@@H]1CO
  A = 0.2	B = nt	C = -0.7	D = 15	E = nt	F = -2	G = -4	H = nt
CCOc1cc(C(=O)OCC(=O)Nc2ncc(Cl)c(C)c2Cl)ccc1OCC(=O)N1CCOCC1
  A = 0.4	B = nt	C = nt	D = -12	E = 10	F = -1	G = -65	H = -3
Cc1ccc(N2C(=O)CC(Nc3ccccc3)C2=O)cc1 (stereo not given)
  A = nt	B = 4	C = 1.2	D = -3	E = 1	F = -1	G = -1	H = 3
CO[C@@H]1CN(C)C(=O)c2ccc(NS(C)(=O)=O)cc2OC[C@@H](C)N(C(=O)C2CC2)C[C@H]1C
  A = -0.3	B = -2	C = 0.2	D = 8	E = 0	F = -2	G = -2	H = -8
Cc1ccc(/C=N/N2CCOCC2)s1
  A = 0.2	B = nt	C = 0.8	D = 46	E = -3	F = -3	G = -1	H = nt
COc1cc(OC)c(NC(=O)NNC(=O)C(=O)NC2CC2)cc1Cl
  A = 0.4	B = nt	C = 3.3	D = -4	E = nt	F = -9	G = -61	H = nt
CCN(C(=O)c1ccc(S(=O)(=O)N2CCC(C)CC2)cc1)C1CCS(=O)(=O)C1 (stereo not given)
  A = 0.4	B = 0	C = -0.1	D = -10	E = -20	F = 0	G = -19	H = nt
COc1cccc(Cn2cnc3c(N)c(C)c(C)cc32)c1
  A = 0.0	B = -2	C = -3.7	D = -5	E = 36	F = -3	G = -22	H = nt
CCn1c(=O)cc(SCC(=O)Nc2cccc(C)n2)c2ccccc21
  A = 0.4	B = nt	C = -0.7	D = -8	E = -9	F = -4	G = -12	H = 3
COc1ccccc1-c1cnc2c(c1)C(=O)N([C@@H](C)CO)C[C@H](C)[C@@H](CN(C)C(=O)c1ccccc1)O2
  A = -0.9	B = 4	C = -1.4	D = -3	E = -6	F = 1	G = -1	H = -8
COc1ccc(S(=O)(=O)N(C)C[C@H]2Oc3ccc(NS(=O)(=O)c4ccc(Cl)cc4)cc3CC(=O)N([C@H](C)CO)C[C@@H]2C)cc1
  A = -0.8	B = 3	C = 1.3	D = -7	E = nt	F = nt	G = nt	H = 3
COC(=O)C(C)Sc1ncnc2c1nnn2-c1ccc(F)cc1 (stereo not given)
  A = nt	B = 14	C = nt	D = -9	E = 2	F = nt	G = nt	H = -9
COc1ccccc1NS(=O)(=O)c1ccc(NC(=O)c2ccccn2)cc1
  A = 0.0	B = 0	C = 3.1	D = 7	E = 2	F = 2	G = 3	H = -6
CC(=O)Nc1cccc(-c2cnc(NC(C)=O)cn2)c1
  A = 0.0	B = ?	C = 0.3	D = 34	E = nt	F = 5	G = -18	H = -7
Cc1cccc(N2CCN(C(=O)c3ccccc3NC(=O)C3CC=CCC3C(=O)O)CC2)c1 (stereo not given)
  A = nt	B = -11	C = nt	D = -13	E = -12	F = nt	G = nt	H = -14

# Brought forward from above: three compounds, followed by the next part.
# Abbreviations – A = XiGFP reactiv; B = esBAF inh; C = F508del corr; D = GSIS activator; E = ARNT-TACC3 inh; F = ERAP1 HTS inh; G = RAD52 inh; H = RAD54 inh
COc1ccccc1NS(=O)(=O)c1ccc(NC(=O)c2ccccn2)cc1
  A = 0.0	B = 0	C = 3.1	D = 7	E = 2	F = 2	G = 3	H = -6
CC(=O)Nc1cccc(-c2cnc(NC(C)=O)cn2)c1
  A = 0.0	B = ?	C = 0.3	D = 34	E = nt	F = 5	G = -18	H = -7
Cc1cccc(N2CCN(C(=O)c3ccccc3NC(=O)C3CC=CCC3C(=O)O)CC2)c1 (stereo not given)
  A = nt	B = -11	C = nt	D = -13	E = -12	F = nt	G = nt	H = -14
CCOc1ccc(NC(c2ccccn2)c2oc(CO)cc(=O)c2O)cc1 (stereo not given)
  A = 0.2	B = 21	C = 1.6	D = -16	E = nt	F = 4	G = -29	H = 3
O=C(CCC(=O)N1CCOc2ccc(Cl)cc21)NCCCN1CCN(Cc2ccccc2)CC1
  A = 0.1	B = -4	C = 4.5	D = -22	E = -1	F = 2	G = 2	H = 13
N#C[C@H]1[C@H](c2ccc(-c3ccc(F)cc3)cc2)[C@@H](CO)N1C(=O)Cc1ccccc1
  A = 0.3	B = 9	C = 6.1	D = -5	E = 30	F = -2	G = -47	H = 4
O=C(N[C@H]1CC[C@H](CCNS(=O)(=O)c2ccc(Cl)cc2)O[C@@H]1CO)c1ccccn1
  A = 0.1	B = 9	C = -1.0	D = 7	E = 2	F = -1	G = 3	H = -5
CCCCOCCCNC(=S)Nc1ccc(S(=O)(=O)N2CCOCC2)cc1
  A = -0.2	B = -1	C = 0.7	D = -35	E = 1	F = 1	G = -2	H = nt
